High-throughput results: PubChem, National Center for Advancing Translational Sciences (NCATS)
FLuc counter: counter-screen for miR-21 project: firefly luciferase inhibitors or activators; P08659; purified FLuc, Km substrates, luminescence inhibition; Potency, µM (highest dose often 57.5 µM), inactives show at the top dose activity change, negative = inhibition, actives largely listed as inhibitors; 360,000 compounds, 6.9% hits; AID 588342; active = well fitted inhibition curve with a large enough effect; inconclusive = small, poorly fitted or top-dose-only effect;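 also: plate controls were vehicle for no effect and reference inhibitor for full effect; nearly all actives have a fitted effect of over 55% in size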
Target sequence (P08659 whole entry, looked up): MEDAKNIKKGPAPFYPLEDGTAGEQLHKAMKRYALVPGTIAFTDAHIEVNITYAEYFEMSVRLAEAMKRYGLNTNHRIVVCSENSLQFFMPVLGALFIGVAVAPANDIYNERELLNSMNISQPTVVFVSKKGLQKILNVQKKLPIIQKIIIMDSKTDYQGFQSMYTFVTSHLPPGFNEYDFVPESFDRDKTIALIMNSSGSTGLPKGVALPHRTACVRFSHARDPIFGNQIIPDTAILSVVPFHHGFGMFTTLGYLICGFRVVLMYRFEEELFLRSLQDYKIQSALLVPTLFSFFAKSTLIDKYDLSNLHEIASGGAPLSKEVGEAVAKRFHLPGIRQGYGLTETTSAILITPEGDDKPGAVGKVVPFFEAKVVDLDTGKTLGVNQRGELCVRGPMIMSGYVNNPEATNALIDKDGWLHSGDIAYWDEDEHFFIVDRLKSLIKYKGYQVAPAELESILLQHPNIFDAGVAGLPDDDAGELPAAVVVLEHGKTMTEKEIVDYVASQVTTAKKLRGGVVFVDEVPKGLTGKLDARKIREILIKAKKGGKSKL
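Purified P. pyralis luciferase, 10 nM final, with Km-level 10 uM D-luciferin and 10 uM ATP in 50 mM Tris acetate pH 7.5, 10 mM Mg acetate, 0.01% Tween-20, 0.05% BSA; 6-point qHTS titration about 60 µM downward; luminescence read.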
Numbers without * were called inactive; u = inconclusive. Potency is read from the fitted curve at half-maximal effect. An excerpt; the hit share may differ from the screen's.

Start of the data: the first 5 entries, ahead of the listing:
SMILES	FLuc counter
COc1ccccc1NC(=O)c1sc2nc(C)c(C(=O)Nc3ccc(C)cc3C)c(-c3ccccc3Cl)c2c1N	-1%
CCOC(=O)C1CCN(C(=O)c2ccc(-n3ccc4ccccc43)s2)CC1	-15%
CCOC(=O)c1sc2ccccc2c1S(=O)(=O)Nc1ccc(N(C)C)cc1	u
CCOC(=O)c1ccc(NC(=O)c2oc3ccc4c(c3c2C)C(=O)CC(C)(CC)O4)cc1 (centres undefined)	-16%
Cc1cc(-c2ccc(S(=O)(=O)Nc3ccc(Cl)cc3)cc2)on1	u

All compounds of this part (from the top)
SMILES	FLuc counter
COc1ccccc1NC(=O)c1sc2nc(C)c(C(=O)Nc3ccc(C)cc3C)c(-c3ccccc3Cl)c2c1N	-1%
CCOC(=O)C1CCN(C(=O)c2ccc(-n3ccc4ccccc43)s2)CC1	-15%
CCOC(=O)c1sc2ccccc2c1S(=O)(=O)Nc1ccc(N(C)C)cc1	u
CCOC(=O)c1ccc(NC(=O)c2oc3ccc4c(c3c2C)C(=O)CC(C)(CC)O4)cc1 (centres undefined)	-16%
Cc1cc(-c2ccc(S(=O)(=O)Nc3ccc(Cl)cc3)cc2)on1	u
CCOC(=O)c1cc(-c2ccc(F)cc2)n(CC(=O)NC2CCCCCC2)c1C	-5%
Cc1c(Cl)cccc1NC(=O)CSc1nc(=O)n(CCN2CCOCC2)c2c1CCC2	0%
Cc1nn(CC(=O)NCc2ccc(OC(C)C)cc2)c(=O)c2c(C)n(-c3ccc(Cl)cc3)nc12	-16%
Cc1cc(C(=O)NCc2cccc(Br)c2)c2c(C)nn(-c3ccccc3)c2n1	-3%
CCc1ccc(NC(=O)CSc2ccc3nnc(CCNS(=O)(=O)c4ccc(OC)cc4)n3n2)cc1	-9%
CCc1cccc(C)c1Nc1c(-c2ccc(SC)cc2)nc2sccn12	-14%
Cc1ccc(CNC(=O)C2CCN(S(=O)(=O)c3c(C)noc3/C=C/c3cccs3)CC2)cc1	6%
Cc1oc(-c2cccc(Cl)c2)nc1CN1CCC(C(=O)NCCc2ccc(Cl)cc2)CC1	-12%
CCOC(=O)CNC(=O)Nc1cc(C(=O)NCc2cccc(F)c2)ccc1N1CCCC1	6%
COC(=O)c1ccc(-c2nc3cc(NC(C)=O)ccc3o2)cc1	-7%
COc1ccccc1NC(=O)CN1C(=O)c2ccccc2Sc2ccc(C(=O)N3CCCC3)cc21	-10%
COc1cccc(N2CCN(C(=O)c3ccc(NC(=O)c4nsc5ccccc45)cc3)CC2)c1	1.2µM*
CCOC(=O)c1cnc2ccc(OC)cc2c1NCCc1ccccc1	-9%
Cc1ccc(CNC(=O)Cc2coc3cc(C)cc(C)c23)cc1	-10%
COc1ccc(CCNc2oc(COc3cccc(C)c3)nc2C#N)cc1OC	-6%
Cc1ccc(NC(=O)CSc2nccn2C2CCCC2)cc1	-11%
CCC(C)Nc1nc2c(c(=O)[nH]c(=O)n2C)n1Cc1ccc(F)cc1 (centres undefined)	3%
COc1ccc(-n2nc(C(=O)N3CCN(c4cccc(C)c4)C(C)C3)c3c4ccccc4n(C)c3c2=O)cc1 (centres undefined)	0%
COc1ccc(Cn2c(C(=O)O)c(CNCCc3ccco3)c3ccc(C)cc32)cc1	6%
CNC(=O)C1CCC(Cn2c(=O)c3sccc3n(CC(=O)NCc3ccc(OC)cc3)c2=O)CC1 (centres undefined)	4%

Next section
SMILES	FLuc counter
CC(C)Oc1ccc(CNC(=O)C2CCN(Cc3cc4ccccc4n3Cc3ccccc3)CC2)cc1	-5%
CCN(CC)C(=O)c1sc2c(c1C)c(=O)n(-c1ccc(C)c(C)c1)c(=O)n2Cc1cc(=O)n2c(C)cccc2n1	-1%
Cc1oc(-c2cccc(Cl)c2)nc1CSc1nnc(C)n2c1cc1occc12	-5%
CCCCNC(=O)C1CCCN(Cc2nc(-c3ccc(Cl)cc3)oc2C)C1 (centres undefined)	-2%
Cc1ccc(C)c(Cn2c3ccccc3c3cnn(CC(=O)N4CCCCC4)c(=O)c32)c1	-2%
Cc1ccc(-c2nc(S(=O)(=O)c3ccc(C)cc3)c(SCC(=O)NC3CCCCC3)o2)cc1	-2%
CC(C)c1ccc(NC(=O)c2ccc(NC(=O)CCS(=O)(=O)c3cccs3)cc2)cc1	-1%
Cc1cccc(N2CCN(C(=O)C3CCCN(S(=O)(=O)c4ccc(Br)s4)C3)CC2)c1C (centres undefined)	-1%
Cc1ccc(NC(=O)CC2Sc3ccc(C(F)(F)F)cc3NC2=O)cc1 (centres undefined)	-2%
Cc1cc(C)c(NC(=O)Cc2csc(C)n2)c(Cl)c1	-7%
Cc1ccc(CNC(=O)CCCCCn2c(=O)c3sccc3n(CC(=O)C(C)(C)C)c2=O)cc1	u
COc1ccc(C(=O)NCCc2sc(-c3cccc(F)c3)nc2C)cc1	u
O=C(Nc1ccc(S(=O)(=O)N2CCCCC2c2cccnc2)cc1)c1ccc(Br)cc1 (centres undefined)	6%
Cc1cc(C)n(C(C)CC(=O)Nc2ccc(C)c(F)c2)n1 (centres undefined)	-3%
Cc1ccc(C)c(N2CCN(C(=O)C3CCC(CNS(=O)(=O)c4ccc(Br)s4)CC3)CC2)c1 (centres undefined)	-1%
CCCCNC(=O)CSc1nc2cc3c(cc2c(=O)n1CCCCCC(=O)NCc1ccc2c(c1)OCO2)OCO3	1%
CCOc1ccc(NC(=O)N2CC=C(c3c[nH]c4ccccc34)CC2)cc1	-4%
Cc1ccccc1-c1nc2scc(CCNC(=O)C(=O)Nc3ccc(F)cc3F)n2n1	1%
Cc1ccc(-c2noc(CNC(=O)c3ccc(C(C)(C)C)cc3)n2)cc1	-19%
Cc1nc2ccn(Cc3cccs3)c(=O)c2cc1C(=O)N1CCN(c2ccccc2)CC1	-3%
O=C(c1ccccc1)c1ccc2nc(Nc3cc(Cl)ccc3O)c3nncn3c2c1	-7%
CCOc1ccc(CCNC(=O)Cn2c(-c3cccs3)cc3ccccc32)cc1	0%
Cc1ccc(CSc2ncc(Cl)c(C(=O)Nc3nnc(C)s3)n2)cc1	15µM*
COc1cc(NC(=O)CN2C(=O)COc3ccc(S(=O)(=O)NC4CCCC4)cc32)cc(OC)c1	6%
Cc1ccc(Sc2c(C)nn(-c3ccccc3)c2OC(=O)CC(C)C)cc1	u

Additional records.
SMILES	FLuc counter
Cc1ccc(C(=O)COC(=O)c2cc(-c3ccc(Cl)cc3)nc3ccccc23)cc1	-10%
COc1ccc(-n2nc(C(=O)Nc3cc(C)ccn3)c3c4ccccc4n(C)c3c2=O)cc1	1%
CCc1cnc2c(c1SCC(=O)NCc1ccccc1Cl)c(=O)n(C)c(=O)n2C	-6%
CN(C)c1ccc(NC(=O)Cn2cc(S(=O)(=O)Cc3cccc(Cl)c3)c3ccccc32)cc1	u
CCC(=O)N1CCc2cc(S(=O)(=O)NC(CC(C)C)C(=O)NCc3ccc(C)cc3)ccc21 (centres undefined)	0%
O=C(NC1CCCCC1)c1ccc2c(c1)N(Cc1cccc(Cl)c1)C(=O)c1ccccc1S2=O (centres undefined)	4%
Cc1ccc(C)c(N2CCN(C(=O)CCc3nnc4n(C)c(=O)c5ccccc5n34)CC2)c1	-2%
CCCN(CCC)S(=O)(=O)c1ccc(C(=O)N2CCn3c4c(c5cc(C)ccc53)CCCC42)cc1 (centres undefined)	u
Cc1ccc(S(=O)(=O)c2nc(-c3ccccc3)oc2SCC(=O)NC2CCCCC2)cc1	0%
COc1ccc(NC(=O)CCc2nnc3n(CC(C)C)c(=O)c4ccccc4n23)cc1	-1%
Cc1ccc(Cl)cc1N(C)C(=O)C1CCCN(c2ncnc3onc(-c4ccc(F)cc4)c23)C1 (centres undefined)	2%
CCOc1cccc(C(=O)Nc2ccc3oc(-c4ccncc4)nc3c2)c1	u
COc1ccc(NC(=O)c2cnc3sc(N4CCOCC4)nn3c2=O)c(OC)c1	-1%
CCn1nc(-c2ccccc2)c(-c2ccccc2)c(C(=O)Nc2ccccc2C(N)=O)c1=O	-14%
CCOC(=O)N1CCc2c(sc3c2c(=O)n(-c2ccc(Cl)cc2)c(=O)n3CC(=O)Nc2ccccc2)C1	-1%
N=c1n(CCO)c2ccccc2n1CCOc1ccc(F)cc1	-2%
CCOC(=O)c1cc(-c2ccccc2)n(-c2cccc(C(=O)Nc3ccc(OC)cc3)c2)c1C	-6%
CC(=O)c1ccc(NC(=O)CSc2nc(-c3ccccc3F)nc3c2c(=O)n(C)c(=O)n3C)cc1	5%
O=C(NCCc1ccccc1)C1CCN(c2ncnc3c2nc2n3CCCCC2)CC1	1%
CCN(CCCNC(=O)c1cc(Nc2ccc(OC)cc2)nc2ccccc12)c1cccc(C)c1	-6%
COc1cc(OC)cc(C(=O)Nc2ccc3c(c2)N(C2CCCC2)C(=O)c2ccccc2S3)c1	-5%
CCOC(=O)c1[nH]c(C)c(CCC(=O)Nc2ccc(C(C)=O)cc2)c1C	4%
O=C(C1CCN(S(=O)(=O)Cc2ccccc2)CC1)N1CCN(c2cccc(C(F)(F)F)c2)CC1	5%
Cc1cncn1CCc1nc2c3ccccc3nc(SCC(=O)Nc3ccc(F)cc3)n2n1	4%
COc1ccc(-c2noc(Cn3c(=O)c4ccccc4n(CC(=O)Nc4cccc(OC)c4)c3=O)n2)cc1	-3%

In another format: 6 of the compounds above
compound,FLuc counter
COc1ccc(NC(=O)CCc2nnc3n(CC(C)C)c(=O)c4ccccc4n23)cc1,-1%
Cc1ccc(Cl)cc1N(C)C(=O)C1CCCN(c2ncnc3onc(-c4ccc(F)cc4)c23)C1 (centres undefined),2%
CCOc1cccc(C(=O)Nc2ccc3oc(-c4ccncc4)nc3c2)c1,u
COc1ccc(NC(=O)c2cnc3sc(N4CCOCC4)nn3c2=O)c(OC)c1,-1%
CCn1nc(-c2ccccc2)c(-c2ccccc2)c(C(=O)Nc2ccccc2C(N)=O)c1=O,-14%
CCOC(=O)N1CCc2c(sc3c2c(=O)n(-c2ccc(Cl)cc2)c(=O)n3CC(=O)Nc2ccccc2)C1,-1%

More records
SMILES	FLuc counter
Cc1nc2ccc(S(=O)(=O)N(C)CC(=O)Nc3ccc(C(C)C)cc3)cc2s1	4%
Cc1ccccc1-c1nc(SCC(=O)NCC2CCCO2)c2c(=O)n(C)c(=O)n(C)c2n1 (centres undefined)	3%
Cc1cc(C)c2oc(-c3cc(NC(=O)Cc4ccccc4)ccc3Cl)nc2c1	-3%
COc1ccc(CCNc2nc(SCc3cccc(F)c3)nc3ccccc23)cc1OC	-2%
CCN(CC)C(=O)Cn1ncc2c([nH]c3ccccc32)c1=O	-2%
Cc1ccc(NC(=O)CN2C(=O)COc3ccc(S(=O)(=O)N4CCCCCC4)cc32)c(C)c1	-3%
COc1ccc(C2c3cc(OC)c(OC)cc3CC(=O)N2c2cccc(C#N)c2)cc1 (centres undefined)	2%
Cc1ccc(S(=O)(=O)c2c(Nc3ccc(C)c(C)c3)sc(C(=O)c3ccc4c(c3)OCO4)c2N)cc1	-4%
Cc1ccc(C(=O)Nc2ccccc2F)cc1S(=O)(=O)N1CCOCC1	-2%
COc1cccc(-c2cc(C(=O)NCc3ccccc3)[nH]n2)c1	21µM*
COc1ccc2c(c1)cc1c(=O)n(CC(=O)NC(C)C)nc(C)n12	-1%
CCc1ccc(NC(=O)CCn2c(-c3ccc(OC)cc3)cc(C(C)=O)c2C)cc1	-1%
CCC(=O)NCCc1nc2cc(NC(=O)c3cccc(Br)c3)ccc2n1C	21µM*
Cc1cc(C)c(S(=O)(=O)NCC(c2ccco2)S(=O)(=O)c2cccs2)c(C)c1 (centres undefined)	-2%
CCc1cccc(NC(=O)c2ccc3c(c2)N(Cc2cccc(Cl)c2)C(=O)c2ccccc2S3=O)c1 (centres undefined)	-2%
CCOc1ccccc1-c1noc(CSc2nnc(-c3ccccc3)n2-c2cccc(C)c2)n1	0%
Cc1ccc(CN2CCSc3ccc(C(=O)N4CCN(c5cc(C)ccc5C)CC4)cc32)cc1	0%
CC(C)c1ccc(Nc2cc(C(=O)NCCCN(C)Cc3ccccc3)c3ccccc3n2)cc1	-1%
Cc1cccc(NC(=O)C2CCCN2S(=O)(=O)c2ccc3nc(-c4ccccc4)[nH]c3c2)c1 (centres undefined)	-14%
CCCNC(=O)Cn1c(=O)n(CC2CCC(C(=O)NC)CC2)c(=O)c2sccc21 (centres undefined)	3%
CCc1ccc(NC(=O)c2sc(-n3nc(C)c(Cc4ccc5c(c4)OCO5)c3C)nc2C)cc1	-6%
CCOC(=O)c1cnc2c(C)c(Cl)ccc2c1Nc1ccc(N2CCOCC2)cc1	0%
COc1cc(OC)c(OC)cc1/C=C/c1nc2cc3ccccc3cc2c(=O)n1-c1ccccc1Br	-3%
COc1ccccc1N1CCN(C(=O)Cn2c(=O)nc(-c3ccccc3)c3ccccc32)CC1	2%
CC(C)COc1ccc(C(=O)Nc2cccc(-c3nc4ccccc4[nH]3)c2)cc1	u

(continued)
SMILES	FLuc counter
Cc1ccc(-n2c(SCC(=O)Nc3ccc4c(c3)OCCO4)nc3c([nH]c4ccccc43)c2=O)cc1	-5%
O=C(CSCc1cnn(-c2ccccc2)c1-n1cccc1)NCc1ccccc1F	-13%
CN1CCN(c2oc(-c3ccc(COc4ccc(Cl)cc4)o3)nc2C#N)CC1	-1%
Cc1ccc2oc(=O)c3cnn(CC(=O)N4CCN(c5ccccc5F)CC4)c3c2c1	3%
O=C(Nc1ccc(Cl)cc1)c1ccc2c(c1)N(Cc1ccccc1)CCS2	3%
COc1ccc(-c2n[nH]c3c2cnc2cc(OC)c(OC)cc23)cc1	-2%
Cc1nnc(N2CCC(C(=O)NC3CCCCC3)CC2)c2nn(-c3ccccc3)c(C)c12	3%
COc1ccc2c(Sc3ccccc3)c(C(=O)N3CCC(C)CC3)[nH]c2c1	u
COc1ccc2c(Sc3ccc(C)cc3)c(C(=O)NCC(C)c3ccccc3)[nH]c2c1 (centres undefined)	-17%
COCCNC(=O)C1=CC(c2ccc3c(c2)OCO3)=NS(=O)(=O)N1C	-7%
Cc1ccc(S(=O)(=O)c2nnn3c2nc(NCc2cccs2)c2sccc23)cc1	1%
